L3MBTL1 block – inhibitors of human L3MBTL1; AlphaScreen L3MBTL1–H3K9me1 peptide binding; Potency, µM (top dose mostly 57.1 µM), without a hit: at the top dose activity, negative = inhibition, usual class: inhibitors; 230,000 tested, 0.66% active; note: potency is the fitted concentration of half-maximal effect; % is set by controls: 0 for no effect and ±100 for the full control effect; nearly all actives have a fitted effect of over 60% in size
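L3MBTL1 50 nM + b-AHA-H3(1-15)K9me1 75 nM, 30 min RT; compound added, 30 min RT; streptavidin donor/Ni-chelate acceptor beads 10 ug/mL each final, 30 min RT dark; AlphaScreen read.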
CBFb RUNX1 block – blocks binding between human CBF-beta and RUNX1; 230,000 tested, under 10 active; Q01196+Q13951; Potency, µM (top dose mostly 59.8 µM), inactives show at the top dose activity, negative = inhibition, actives largely listed as inhibitors; AlphaScreen CBFb-His/RUNX1-biotin binding, biochemical; note: % of control where 0% means no effect
Target sequence (Q01196 whole entry, looked up): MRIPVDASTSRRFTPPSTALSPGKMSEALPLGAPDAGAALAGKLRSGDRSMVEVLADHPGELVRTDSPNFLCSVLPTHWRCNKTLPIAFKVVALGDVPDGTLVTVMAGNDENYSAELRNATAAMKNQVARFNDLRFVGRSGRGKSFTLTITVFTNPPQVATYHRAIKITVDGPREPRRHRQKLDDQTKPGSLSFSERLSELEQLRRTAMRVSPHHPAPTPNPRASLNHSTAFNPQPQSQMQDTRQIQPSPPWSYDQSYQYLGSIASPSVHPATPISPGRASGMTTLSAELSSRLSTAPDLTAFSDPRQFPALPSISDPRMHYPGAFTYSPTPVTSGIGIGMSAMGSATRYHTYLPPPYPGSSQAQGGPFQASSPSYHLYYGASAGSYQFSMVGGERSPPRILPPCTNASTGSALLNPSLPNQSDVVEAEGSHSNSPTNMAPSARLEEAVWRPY
Target sequence (Q13951 whole entry, looked up): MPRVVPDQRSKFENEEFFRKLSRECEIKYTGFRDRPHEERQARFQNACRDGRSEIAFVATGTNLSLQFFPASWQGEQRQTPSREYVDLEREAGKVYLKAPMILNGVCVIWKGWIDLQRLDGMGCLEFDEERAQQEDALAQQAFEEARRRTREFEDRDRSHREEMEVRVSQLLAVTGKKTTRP
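His-tagged CBF-beta and biotinylated RUNX1 (30 nM each) were premixed 20 min at room temperature, exposed to compound for 15 min, then given nickel-chelate and streptavidin AlphaScreen beads (50 ng each). After 90 min, AlphaScreen signal was read.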
NPSR antag – neuropeptide S receptor (human) antagonism, cAMP; CHO-NPSR cells, cAMP TR-FRET, antagonist mode; Potency, µM (highest dose often 38.3 µM), for the others: top-dose activity change, negative = inhibition, usual class: inhibitors; 220,000 tested, 1% active; note: potency is the fitted concentration of half-maximal effect; % is set by controls: 0 for no effect and ±100 for the full control effect; nearly all actives have a fitted effect of over 50% in size; many of its hits are not listed in these tables
Target sequence (Q6W5P4 whole entry, looked up): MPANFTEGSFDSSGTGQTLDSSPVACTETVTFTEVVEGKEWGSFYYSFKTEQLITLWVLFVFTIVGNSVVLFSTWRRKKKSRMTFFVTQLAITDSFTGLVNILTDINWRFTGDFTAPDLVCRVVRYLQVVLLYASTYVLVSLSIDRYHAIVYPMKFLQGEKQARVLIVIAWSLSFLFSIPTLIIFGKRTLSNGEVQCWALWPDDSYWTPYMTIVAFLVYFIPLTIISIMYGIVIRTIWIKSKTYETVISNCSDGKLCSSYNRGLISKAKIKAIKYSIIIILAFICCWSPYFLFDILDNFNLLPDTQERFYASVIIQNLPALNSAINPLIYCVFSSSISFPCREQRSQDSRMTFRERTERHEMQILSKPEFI
KinaseGlo FLuc – blocks Kinase-Glo luciferase, a counter-screen artifact; 200,000 tested, 0.28% active; Kinase-Glo luciferase, ATP luminescence, 8 min; Potency, µM (top dose mostly 38.3 µM), for the others: at the top dose activity change, negative = inhibition, hits mostly inhibitors; AID 1379; note: potency is the fitted concentration of half-maximal effect; % is set by controls: 0 for no effect and ±100 for the full control effect; nearly all actives have a fitted effect of over 60% in size
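Recombinant Kinase-Glo luciferase, 10 uM ATP (linear range), luciferin; imidazole pH 7.2 / KCl / MgCl2 / Tween / BSA buffer; 8 min RT; luminescence.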
IMPase Li inh – IMPase inhibition in cells with lithium potentiation. CHO-M1 cells, IP1 TR-FRET (IP-One), carbachol + lithium. Potency, µM (highest dose often 59.4 µM), without a hit: top-dose activity, negative = IMPase inhibition, usual class: inhibitors. 210,000 tested, 0.35% active. AID 1457;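 note: IP1 builds up when IMPase is blocked and the TR-FRET signal falls; potency is the fitted concentration of half-maximal effect; plate controls were basal vehicle for no effect and high inhibitor control for full effect; nearly all actives have a fitted effect of over 50% in size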
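Concentration–response in CHO-M1 cells, lithium-potentiated; 30 min at 37C. IP1 detected by competitive TR-FRET after 10 min lysis at RT. Hill-fitted AC50.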
Epigenetic derep – regulators of epigenetic silencing causing reporter derepression in mouse cells. Potency, µM (top dose mostly 53.9 µM), without a hit: top-dose GFP activation, hits mostly activators. 280,000 tested, 0.2% active. AID 1865. murine LDR cells, GFP reporter derepression, 30 h; note: potency is the fitted concentration of half-maximal effect; % of control where 0% means no effect; nearly all actives have a fitted effect of over 60% in size
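GFP-positive cell count by laser-scanning cytometry (objects 20–120 um) after 30 h, 37 C compound exposure of murine LDR cells; reporter is CMV-GFP integrated at a silenced locus, inducible by HDAC or DNMT inhibitors.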
HttQ103 aggreg – reduces HttQ103-GFP aggregates in PC12 cells; 220,000 tested, 1.1% active; AID 1688; PC12 HttQ103-GFP aggregates, Acumen cytometry, 40 h; Potency, µM (top dose mostly 46.1 µM), inactives show at the top dose activity change, negative = inhibition, actives largely listed as inhibitors; note: potency is the fitted concentration of half-maximal effect; % is set by controls: 0 for no effect and ±100 for the full control effect; nearly all actives have a fitted effect of over 60% in size
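Inducible Q103 Huntingtin exon 1–GFP PC12 line, 1500 cells/well in phenol red free DMEM with 5% equine and 5% calf serum. Tebufenozide 100 nM induced expression; compounds titrated; aggregates quantified by cytometry.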
Numbers without * were called inactive; u = inconclusive; x = not tested or not shown; [ ] = dose if it differs, or a comment. Calls come from the whole dose curve; as a rule, active = well fitted curve in the direction sought with a large enough effect; inconclusive = small, poorly fitted or top-dose-only effect, or another doubt; inactive = no such curve, though single readings can be large; an effect the other way counts as inactive or inconclusive. Only part of the results is shown; rates above refer to the full screens.

Letters – A = L3MBTL1 block; B = CBFb RUNX1 block; C = NPSR antag; D = KinaseGlo FLuc; E = IMPase Li inh; F = Epigenetic derep; G = HttQ103 aggreg
1. CC(C)CC(=O)NC(Nc1ccc([N+](=O)[O-])cc1)C(Cl)(Cl)Cl (stereo unspecified)
  A: 0%	B: -12%	C: -17%	D: 11%	E: 4%	F: -0.7%	G: u

2. O=C(Nc1ccc(O)c2c(=O)cc(-c3cccc(Cl)c3)oc12)c1ccc(F)cc1
  A: x	B: 15%	C: -19%	D: x	E: x	F: 2.9%	G: -10%[9.22 µM]

3. COc1cc2nc(NC(=O)c3ccco3)sc(=O)c2cc1OC
  A: x	B: 14%	C: u	D: x	E: x	F: 5.1%	G: -33%[9.22 µM]

4. COC(=O)c1cc(CNC(=O)c2ccccc2Cl)ccc1OC
  A: -11%	B: -6%	C: 31%	D: -2%	E: -4%	F: 1.0%	G: 9%

5. Cc1ccc2nc(C)cc(Cl)c2c1
  A: 10%	B: 9%	C: 5%	D: 0%	E: -3%	F: -0.2%	G: -5%

6. COc1ccc(N2CCN(S(C)(=O)=O)CC2)cc1
  A: x	B: -5%	C: 10%[46.1 µM]	D: -3%	E: 30%[38.3 µM]	F: -0.3%	G: 12%

7. CCN1CN=C(NS(=O)(=O)c2ccc(C)cc2)NC1
  A: x	B: 7%	C: -8%[46.1 µM]	D: -4%	E: -7%[38.3 µM]	F: -3.1%	G: 12%

8. O=C(Nc1cccc(OCC(=O)N2CCOCC2)c1)c1cccc([N+](=O)[O-])c1
  A: 12%	B: 3%	C: 6%	D: -2%	E: -2%	F: -3.5%	G: -6%

9. CCOC(=O)C1=C(c2ccccc2)OC(N)=C(C#N)C1C1CCCCC1 (stereo unspecified)
  A: x	B: 0%	C: u	D: -5%	E: 51%[activator][38.3 µM]	F: 1.0%	G: 5%

10. CC(C)(C)n1ncc2c(=O)n(CC(=O)NC3CCCCC3)cnc21
  A: 5%	B: -1%	C: -20%[46.1 µM]	D: 9%	E: -4%[38.3 µM]	F: -1.0%	G: -10%

11. COC(=O)C(C(C)=O)C(NC(=O)OC(C)(C)C)c1ccccc1 (stereo unspecified)
  A: x	B: -10%	C: x	D: 0%	E: 4%	F: 1.1%	G: x

12. CC(C)C1N(C(=O)CN2CCCCC2)CCN1S(=O)(=O)c1ccccc1 (stereo unspecified)
  A: x	B: 1%	C: -2%	D: -1%	E: 2%	F: -4.2%	G: -8%

13. Cc1cc(Br)ccc1SCC(=O)OCC(=O)Nc1ccccc1C#N
  A: 4%	B: 2%	C: 9%	D: 0%	E: 0%	F: -1.0%	G: 24%

14. CCOC(=O)c1cc(-c2cccs2)nc2c1c(C)nn2-c1ccccn1
  A: -2%	B: 6%	C: -44%	D: -1%	E: 29%	F: 5.9%	G: 0%

15. CCN(CC)CCCNC(=S)N(Cc1cccnc1)Cc1cc2cc(C)ccc2[nH]c1=O
  A: x	B: 13%	C: 6%	D: x	E: x	F: -4.2%	G: -4%[9.22 µM]

16. OCC1(Cc2cccc(Cl)c2)CCCN(Cc2ccc3cc(F)ccc3n2)C1 (stereo unspecified)
  A: 5%	B: 1%	C: -8%	D: -3%	E: 11%	F: -0.1%	G: -4%[9.22 µM]

17. COc1ccccc1NC(=O)COC(=O)Cc1cccs1
  A: x	B: 5%	C: 27%	D: 0%	E: -1%	F: 0.1%	G: -8%

18. O=C1c2ccc([N+](=O)[O-])cc2C(=O)N1c1ccc(Cl)cn1
  A: 8%	B: 7%	C: -3%	D: -1%	E: 6%	F: 0.0%	G: 14%[9.22 µM]

19. O=C(O)CCC(=O)N1CCc2cc(S(=O)(=O)NC3CCCc4ccccc43)ccc21 (stereo unspecified)
  A: 50%[activator]	B: 3%	C: -17%[46.1 µM]	D: x	E: x	F: -2.3%	G: -9%

20. COc1ccc(NC(=O)N2CCCCC2c2cccnc2)cc1 (stereo unspecified)
  A: 4%	B: -11%	C: 7%	D: -2%	E: -1%	F: -3.0%	G: 13%

21. O=C(NC(Cc1ccccc1)C(=O)O)OCc1ccccc1 (stereo unspecified)
  A: 4%	B: 1%	C: 7%[46.1 µM]	D: 4%	E: -1%[38.3 µM]	F: -2.1%	G: -8%

22. CCC/C=C(\CCC)C(NS(=O)(=O)c1cccs1)c1ccc(C(=O)OC)cc1 (stereo unspecified)
  A: x	B: 20%	C: x	D: -1%	E: -3%	F: 0.4%	G: x

23. CCCC(=O)N1CCC(O)(c2cccc(F)c2)CC1
  A: x	B: 3%	C: 6%	D: 9%	E: 6%	F: 1.1%	G: 0%

24. COc1cc(/C=C(\C#N)C(=O)NCC2CCCO2)ccc1OCC(N)=O (stereo unspecified)
  A: -2%	B: 1%	C: 18%	D: -1%	E: 9%	F: 0.0%	G: 8%[9.22 µM]

25. O=C(N/N=C/c1oc(O)c2ccccc12)c1ccccc1O
  A: -3%	B: 8%	C: 5%	D: 9%	E: -8%	F: 2.3%	G: 3%

The closing six records of the section above are carried over, then new ones follow:
Letters – A = L3MBTL1 block; B = CBFb RUNX1 block; C = NPSR antag; D = KinaseGlo FLuc; E = IMPase Li inh; F = Epigenetic derep; G = HttQ103 aggreg
20. COc1ccc(NC(=O)N2CCCCC2c2cccnc2)cc1 (stereo unspecified)
  A: 4%	B: -11%	C: 7%	D: -2%	E: -1%	F: -3.0%	G: 13%

21. O=C(NC(Cc1ccccc1)C(=O)O)OCc1ccccc1 (stereo unspecified)
  A: 4%	B: 1%	C: 7%[46.1 µM]	D: 4%	E: -1%[38.3 µM]	F: -2.1%	G: -8%

22. CCC/C=C(\CCC)C(NS(=O)(=O)c1cccs1)c1ccc(C(=O)OC)cc1 (stereo unspecified)
  A: x	B: 20%	C: x	D: -1%	E: -3%	F: 0.4%	G: x

23. CCCC(=O)N1CCC(O)(c2cccc(F)c2)CC1
  A: x	B: 3%	C: 6%	D: 9%	E: 6%	F: 1.1%	G: 0%

24. COc1cc(/C=C(\C#N)C(=O)NCC2CCCO2)ccc1OCC(N)=O (stereo unspecified)
  A: -2%	B: 1%	C: 18%	D: -1%	E: 9%	F: 0.0%	G: 8%[9.22 µM]

25. O=C(N/N=C/c1oc(O)c2ccccc12)c1ccccc1O
  A: -3%	B: 8%	C: 5%	D: 9%	E: -8%	F: 2.3%	G: 3%

26. COc1c(N2CCN(C(=S)Nc3ccc(F)cc3)C(C)C2)c(F)cc2c(=O)c(C(=O)O)cn(C3CC3)c12 (stereo unspecified)
  A: 5%	B: -11%	C: -15%[46.1 µM]	D: -4%	E: -19%[38.3 µM]	F: -0.9%	G: -6%

27. C=CCn1c(CNC(=O)c2cccs2)nnc1SCc1ccc(Cl)cc1Cl
  A: -13%	B: -2%	C: -17%	D: 6%	E: -9%	F: -1.0%	G: -2%

28. CCOc1ccc(C(=O)N/N=C(\c2ccccc2)c2ccccn2)cc1
  A: -12%	B: u	C: u	D: 0%	E: 18%[38.3 µM]	F: u	G: u

29. COc1ccc(CCNC(=O)CN(C2CCCCC2)S(C)(=O)=O)cc1
  A: x	B: 19%	C: -6%[46.1 µM]	D: 6%	E: 16%[38.3 µM]	F: 2.3%	G: 18%

30. OC1CC(c2ccco2)NC2(CCCCC2)C1 (stereo unspecified)
  A: -4%	B: 2%	C: 2%[46.1 µM]	D: -3%	E: -1%	F: 0.0%	G: -12%

31. O=[N+]([O-])C1=CC=C2C(=NC3(CCCCC3)N2O)C1=NCCc1ccccc1
  A: x	B: -16%	C: -26%	D: u	E: 1%	F: 6.0%	G: -2%

32. O=C(CCl)NCCCCCCCCCNC(=O)CCl
  A: 1%	B: 3%	C: 7%	D: 1%	E: 2%	F: 3.5%	G: 3%[9.22 µM]

33. COC(=O)CSc1nnc(SCc2ccc(OC)cc2)s1
  A: 10%	B: 19%	C: -16%[46.1 µM]	D: 1%	E: 4%	F: 1.2%	G: 7%

34. CCOC(=O)c1c(NC(=S)Nc2ccc(Cl)cc2)sc2c1CCN(C)C2
  A: -8%	B: -8%	C: -22%	D: -1%	E: 6%	F: 4.5%	G: -7%

35. COc1cc(C(=O)N2CCN=C2c2ccccc2)cc(OC)c1OC
  A: -2%	B: -14%	C: -10%[46.1 µM]	D: -8%	E: -17%[38.3 µM]	F: -2.5%	G: 26%

36. COc1ccc(N2CCN(C(c3cc4ccc(C)cc4[nH]c3=O)c3nnnn3C3CCCC3)CC2)cc1 (stereo unspecified)
  A: 2%	B: 5%	C: -15%[46.1 µM]	D: -6%	E: 21%[38.3 µM]	F: -0.2%	G: -1%

37. Cc1ccc(C)c(SCC(=O)Nc2ccc(S(=O)(=O)Nc3ncccn3)cc2)c1
  A: -16%	B: -2%	C: 28%	D: x	E: x	F: 1.1%	G: 23%[9.22 µM]

38. CNS(=O)(=O)c1cc(N(C)S(=O)(=O)c2ccc(C)cc2)c(C)cc1C
  A: 3%	B: 3%	C: -19%	D: 0%	E: 1%	F: 1.4%	G: 0%[9.22 µM]

39. O=C1NCCN(Cc2ccc(Cl)c(F)c2)C1CC(=O)N1CCCCO1 (stereo unspecified)
  A: 11%	B: 8%	C: -17%	D: -2%	E: 0%	F: -6.5%	G: 26%[9.22 µM]

40. COc1ccc2[nH]c(C)c(CCNC(=S)Nc3ccccc3OC)c2c1
  A: x	B: -22%	C: -22%	D: 1%	E: -4%	F: -1.6%	G: -27%

41. O=C1C2CCC(C2)[C@@H]2CCCCN12 (stereo partly specified)
  A: x	B: 8%[136 µM]	C: x	D: 0%[39.9 µM]	E: 3%	F: -0.1%[96.6 µM]	G: x

42. CCc1c(C)nc(SCC(=O)c2cccs2)c(C#N)c1C
  A: x	B: 24%	C: -28%[46.1 µM]	D: 4%	E: 10%[38.3 µM]	F: 9.2%	G: -2%[9.22 µM]

43. O=C1CC(Cc2ccccc2)C(=O)N1c1ncccn1 (stereo unspecified)
  A: -4%	B: -1%	C: 2%	D: -2%	E: 6%	F: -1.1%	G: -15%[9.22 µM]

44. CC(=O)Nc1cccc(C(=O)OCc2ccccc2)c1
  A: 12%	B: 18%	C: 4%[46.1 µM]	D: -1%	E: 2%	F: 8.2%	G: 16%

45. CNC1=C(N(C(C)=O)c2ccc(Br)cc2)C(=O)c2ccccc2C1=O
  A: -10%	B: 10%	C: -2%	D: -10%	E: 8%	F: -2.2%	G: 11µM*

46. Cn1c(SCc2ccccc2)nnc1C1CCCNC1 (stereo unspecified)
  A: x	B: 5%	C: -2%[46.1 µM]	D: 4%	E: 26%[38.3 µM]	F: -1.1%	G: -19%

47. Cc1cnc(NC(=O)Cc2c[nH]c3ccccc23)s1
  A: -8%	B: 5%	C: -1%[46.1 µM]	D: x	E: x	F: -3.2%	G: u

Bioassay records deposited in PubChem BioAssay by National Center for Advancing Translational Sciences (NCATS).
